Screens deposited in PubChem BioAssay by several laboratories.
CYP2C19 inh: inhibitors of human CYP2C19; P33261; CYP2C19 Supersomes, luciferin-H EGE luminescence, 30 min; inhibition, % at 5 µM; 21% of 96,000 active; AID 778;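 active means CYP2C19 inhibition above a set limit at 5 µM in the primary screen, cut at about 50% in these data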;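 further: plate controls were negative control wells for no effect and 2.5 mM tranylcypromine positive control for full effect; values of inactives mirror those of a sister screen read the other way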
PostGolgi ctrl: inhibits growth of the yeast control strain; efflux-deficient yeast background strain, growth absorbance A615, 16 h; inhibition, % at 10 µM; 5% of 98,000 active; AID 738
sEH inh: blocks human soluble epoxide hydrolase activity. AID 707. P34913. 0.34% of 91,000 active. inhibition, % at 2 µM. recombinant human sEH enzymatic activity assay; in the data active means inhibition above about 80%; further: values of inactives mirror those of a sister screen read the other way; many of its hits are not listed in these tables
Target sequence (P34913 whole entry, looked up): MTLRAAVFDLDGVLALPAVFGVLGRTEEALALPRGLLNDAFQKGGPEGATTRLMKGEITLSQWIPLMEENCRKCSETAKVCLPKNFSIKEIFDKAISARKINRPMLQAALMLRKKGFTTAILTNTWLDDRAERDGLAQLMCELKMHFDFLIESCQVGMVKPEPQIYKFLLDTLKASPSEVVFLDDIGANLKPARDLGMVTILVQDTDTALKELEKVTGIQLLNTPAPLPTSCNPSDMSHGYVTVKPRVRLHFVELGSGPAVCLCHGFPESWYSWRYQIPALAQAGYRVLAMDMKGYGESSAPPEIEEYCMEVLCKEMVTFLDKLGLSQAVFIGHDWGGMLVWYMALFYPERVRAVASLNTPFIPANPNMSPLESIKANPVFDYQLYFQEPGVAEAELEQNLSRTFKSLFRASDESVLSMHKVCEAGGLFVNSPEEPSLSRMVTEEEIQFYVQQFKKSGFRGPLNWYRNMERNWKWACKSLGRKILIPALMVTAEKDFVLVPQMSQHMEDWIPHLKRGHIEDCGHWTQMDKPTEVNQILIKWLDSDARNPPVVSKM
DAT uptake mod: human DAT dopamine uptake with cocaine, either direction; Q01959; LLC-PK1 hDAT cells, [14C]-dopamine uptake with cocaine IC80; actives deviate in either direction; B-score at 10 µM; 1.3% of 110,000 active;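 active means Z score or B-score, a plate-position-corrected score, falls beyond the plate's 99.7% confidence bounds, in either direction; inactive means both scores lie inside the 99.7% bounds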;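 further: scored against the spread of the other compound wells on the same plate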
CYP2C19 act: cytochrome P450 2C19 (human) activation; activation factor at 5 µM; P33261; AID 1025; recombinant CYP2C19, luciferin-H EGE luminescence; stronger effect = higher value; 0 = fully inhibited enzyme, 1 = untreated enzyme; 96,000 tested, under 10 active;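 active means activation factor of at least 2 at 5 µM in the primary screen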;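 further: 0 = wells with 2.5 mM tranylcypromine and 1 = vehicle-only wells; values of inactives mirror those of a sister screen read the other way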
sEH activator: increases human soluble epoxide hydrolase activity. P34913. purified human sEH enzymatic activity, activator screen. activation, % at 2 µM. 0.04% of 91,000 active. AID 717; in the data active means activation above about 37%; further: values of inactives mirror those of a sister screen read the other way
PostGolgi yeast: growth inhibition of a yeast mutant, post-Golgi transport screen; post-Golgi transport phenotypic cell assay; inhibition, % at 10 µM; AID 739; 0.9% of 98,000 active;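 further: yeast cells grown in 1536-well plates; yeast grown about 18 h at 30C before absorbance read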
S1P2 agonist: agonists of human S1P2 receptor | O95136 | S1P2-expressing cell line, agonist reporter read-out | activation, % at 4.5 µM | 0.46% of 97,000 active | AID 729; in the data active means activation above about 16%;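 further: 0% = vehicle low control and 100% = maximal reference agonist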
Target sequence (O95136 whole entry, looked up): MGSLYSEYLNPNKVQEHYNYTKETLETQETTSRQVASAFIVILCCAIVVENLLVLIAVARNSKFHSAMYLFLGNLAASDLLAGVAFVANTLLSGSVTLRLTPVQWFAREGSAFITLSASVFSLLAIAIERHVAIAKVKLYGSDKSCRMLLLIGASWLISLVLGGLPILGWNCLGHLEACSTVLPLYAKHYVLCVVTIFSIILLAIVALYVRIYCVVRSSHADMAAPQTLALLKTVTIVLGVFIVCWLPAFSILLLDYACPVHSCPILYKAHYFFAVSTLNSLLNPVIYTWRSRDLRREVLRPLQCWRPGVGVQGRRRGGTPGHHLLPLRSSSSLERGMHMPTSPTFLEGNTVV
S1P2 antag: blocks the human S1P2 receptor; cell-based S1P2 antagonist assay, inhibition at 5 uM; inhibition, % at 5 µM; 0.21% of 97,000 active; AID 736; in the data active means inhibition above about 45%;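 further: CRE beta-lactamase reporter cells expressing human S1P2 stimulated with S1P; 0% = agonist at EC80 alone and 100% = agonist plus reference antagonist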
Active calls of the source: *; · = no result given. Unless noted, no stated cut-off is given here; in the data, active means inhibition above about 30%; inactive means the rest. Not a hit list, and some 24% of all compounds hit somewhere here.

#	SMILES	CYP2C19 inh	PostGolgi ctrl	sEH inh	DAT uptake mod	CYP2C19 act
1	N#Cc1c(NC(=O)CN2C(=O)c3ccccc3C2=O)oc(-c2ccccc2)c1-c1ccccc1	·	·	4	0.92	·
2	CC1(C)Cc2c(sc3[nH]c(=S)n(Cc4ccco4)c(=O)c23)CO1	5	2	-2	0.82	1
3	CC(=O)Nc1cc2nn(-c3ccccc3)nc2cc1Cl	12	22	16	0.62	0.9
4	Cc1ccccc1CCN(C(=O)Cn1nnc2ccccc21)C(C(=O)NC(C)(C)C)c1ccsc1 (centres undefined)	-2	3	6	1.3	1
5	CCOCC(=O)N1CCCC(C(=O)OCC)C1 (centres undefined)	8	3	-7	-0.47	0.9
6	Cc1nnc(SC(C)C(=O)Nc2ccc(S(=O)(=O)NC3CCCCC3)cc2)s1 (centres undefined)	·	·	7	0.71	·
7	Cc1ccc(S(=O)(=O)NCCC(=O)NCCN2CCCCCC2)cc1	-19	-5	·	0.023	1.2
8	Cc1cc(C(=O)Nc2nnc(-c3ccccc3)s2)no1	-14	15	·	0.61	1.1
9	C=CCNC(=O)c1ccccc1NC(=O)c1ccccc1	27	4	-12	0.43	0.7
10	COc1ccccc1Oc1nnnn1-c1ccc(C(N)=O)cc1	26	3	4	-1.9	0.7
11	COc1ccc(CNC(=O)c2cc(-c3ccc(OC)c(OC)c3)on2)cc1	-6	13	1	-0.43	1.1
12	Clc1cccc(Cl)c1COn1nnc2ccccc21	49	1	-6	-1.1	0.5

#	sEH activator	PostGolgi yeast	S1P2 agonist	S1P2 antag
1	-5	·	-5	-12
2	2	-4	-7	-9
3	-16	-6	0	9
4	-4	-3	-12	-2
5	6	0	-2	18
6	-4	·	-4	-2
7	·	6	·	·
8	·	-3	-5	12
9	12	-3	-2	9
10	-4	-1	-4	13
11	-3	9	-3	2
12	6	-1	-3	-8

Whole records, looked up by structure.
Cc1ccc(S(=O)(=O)NCCC(=O)NCCN2CCCCCC2)cc1 across the screens: CYP2C19 inh: -19; PostGolgi ctrl: -5; sEH inh: ·; DAT uptake mod: 0.023; CYP2C19 act: 1.2; sEH activator: ·; PostGolgi yeast: 6; S1P2 agonist: ·; S1P2 antag: ·
CCOCC(=O)N1CCCC(C(=O)OCC)C1 (centres undefined) across the screens: CYP2C19 inh: 8; PostGolgi ctrl: 3; sEH inh: -7; DAT uptake mod: -0.47; CYP2C19 act: 0.9; sEH activator: 6; PostGolgi yeast: 0; S1P2 agonist: -2; S1P2 antag: 18

Going on with the list:
#	SMILES	CYP2C19 inh	PostGolgi ctrl	sEH inh	DAT uptake mod	CYP2C19 act
13	COc1cccc(-n2nnnc2SCC(=O)Nc2ccc(C(C)=O)cc2)c1	·	·	24	1.1	·
14	O=C(CN1C(=O)C2C3C=CC(C3)C2C1=O)Nc1nc2ccccc2[nH]1 (centres undefined)	-2	1	-2	-0.45	1
15	Cn1nc(CC(=O)Nc2ccc3c(c2)CCC3)c2ccccc2c1=O	7	-5	·	-1.1	0.9
16	CCN1CCN(C2=NC(=O)/C(=C/c3ccc(C)o3)S2)CC1	-2	1	3	0.54	1
17	O=C(NC1CCCCC1)C1CCCN(c2nnnn2-c2ccccc2)C1 (centres undefined)	55*	7	2	0.49	0.5
18	CC(C)Oc1ccc(OCCNC2CCCC2)cc1	23	6	-18	0.056	0.8
19	CC(C)(C)NC(=O)Nc1ccc2nccnc2c1	-7	2	3	·	1.1
20	Cc1ccc(S(=O)(=O)N2CCN(Cc3nc4ccccc4n3C)CC2)cc1	8	9	-8	0.34	0.9
21	COc1cc(C(=O)n2nc(C)cc2C)ccc1O	16	19	13	-0.21	0.8
22	CN(C)NC(=S)Nc1ccc2nc(-c3ccccn3)c(-c3ccccn3)nc2c1	-9	0	-18	-0.23	1.1
23	CCOC(=O)C1=C(C)NC2=C(C(=O)CC(c3cccs3)C2)C1c1cccs1 (centres undefined)	·	·	4	0.9	·
24	COc1ccc(C2NCCO2)cc1OC (centres undefined)	2	-1	4	-1.1	1

#	sEH activator	PostGolgi yeast	S1P2 agonist	S1P2 antag
13	-22	·	-2	-8
14	1	0	-8	-8
15	·	9	·	·
16	-1	0	-5	7
17	-3	-1	-2	-8
18	21	0	-8	-16
19	-3	15	-2	10
20	7	-5	-6	1
21	-10	6	-2	-2
22	22	-5	-5	2
23	2	·	-1	-15
24	-6	-4	0	-10

Carrying on.
#	SMILES	CYP2C19 inh	PostGolgi ctrl	sEH inh	DAT uptake mod	CYP2C19 act
25	Cc1ccc(C)n1NC(=O)c1ccc(Cl)cc1	-4	11	-6	-0.65	1
26	O=C(CCC(=O)NNC(=O)COc1ccccc1)NCc1ccccc1	8	-9	2	0.056	0.9
27	COc1ccc(C2CC(c3ccccc3Cl)Nc3ncnn32)cc1OC (centres undefined)	36	12	-20	0.61	0.6
28	c1ccc(COc2ccc(OCCCn3cncn3)cc2)cc1	94*	-4	6	0.87	0.1
29	O=C(O)C1C2CCC(O2)C1C(=O)Nc1cnn(Cc2ccccc2)c1 (centres undefined)	83*	8	-9	-0.18	0.2
30	Clc1ccc(-c2ccnc(Oc3ccc4ccccc4c3)n2)cc1	-12	0	-20	-0.21	1.1
31	CCNC(=O)CC1C(=O)N(c2ccccc2)C(=O)N1CCC(C)C (centres undefined)	7	3	6	-0.025	0.9
32	CC(C)NC(=O)CSc1nc(Cc2cccs2)nc2ccccc12	50	0	-2	-0.83	0.5
33	CCN(CC)CCNC(=O)c1cn(CC)c2ccc(S(=O)(=O)N(C)C)cc2c1=O	-5	3	-22	-0.47	1
34	Cc1c(C(=O)O)oc2c1ccc1ccccc12	-2	3	14	0.16	1
35	Cn1c(=O)c2c(ncn2CC(COCc2ccccc2Cl)OCc2ccccc2Cl)n(C)c1=O (centres undefined)	49	9	48	0.6	0.5
36	Cn1nnnc1SCc1cc(=O)[nH]c2ccccc12	3	2	-9	0.048	1

#	sEH activator	PostGolgi yeast	S1P2 agonist	S1P2 antag
25	4	-5	-9	9
26	0	-14	-4	1
27	16	5	-4	9
28	-7	0	11	-1
29	10	-5	-1	-5
30	22	8	-3	-2
31	-1	-3	0	-27
32	0	1	0	0
33	25	-3	-1	-16
34	-14	-3	-2	12
35	-47	4	-5	-10
36	8	-14	-4	-6

Later entries.
#	SMILES	CYP2C19 inh	PostGolgi ctrl	sEH inh	DAT uptake mod	CYP2C19 act
37	O=C1NC(=O)C2C1C(c1ccccc1)N1C3C(=O)NC(=O)C3C(c3ccccc3)N21 (centres undefined)	13	1	8	-0.52	0.9
38	CCN(C(=O)CN1CCN(c2ccc(O)cc2)CC1)c1c(N)n(Cc2ccccc2)c(=O)[nH]c1=O	0	12	8	-2.1	1
39	CCOCCn1c(SCc2cccc(C)c2)nc2c1c(=O)[nH]c(=O)n2C	30	41*	6	0.54	0.7
40	CCCn1nnc(NC(=O)C(C)Oc2ccc(Cl)cc2Cl)n1 (centres undefined)	26	7	11	-0.46	0.7
41	CCCCCCCCSc1nnc(CSc2nc3nc(C)cc(C)n3n2)o1	16	15	-6	0.017	0.8
42	COc1ccccc1NC(=O)C(=O)NCC1COc2ccccc2O1 (centres undefined)	32	6	2	0.65	0.7
43	CC(C)c1nnc(NC(=O)c2cnccn2)s1	-7	15	0	-0.077	1.1
44	CCN(CC)C(=O)CSc1nnc(-c2cc(OC)cc(OC)c2)o1	28	2	9	-0.0093	0.7
45	CN1Cc2cc(C(=O)c3ccccc3O)cnc2NC1=O	0	1	-7	0.023	1
46	O=C(COc1cccc(NC(=O)c2ccco2)c1)c1ccc(F)cc1	44	12	1	-0.4	0.6
47	N#CC(C(=O)c1ccc(S(=O)(=O)N2CCCCCC2)cc1)c1nc2ccccc2[nH]1 (centres undefined)	43	-12	-9	0.14	0.6
48	Cc1ccc(/C=N/NC(=O)c2cccs2)cc1[N+](=O)[O-]	15	7	49	·	0.8

#	sEH activator	PostGolgi yeast	S1P2 agonist	S1P2 antag
37	-6	6	-2	-26
38	-9	-5	0	-2
39	-3	6	-9	-6
40	-11	-1	-4	-9
41	8	4	-10	0
42	2	-2	-16	-8
43	5	5	-3	6
44	-10	-7	-5	7
45	7	-10	-9	0
46	-1	-3	-4	-11
47	10	-6	13	2
48	-48	-5	-6	21

7 compounds out of the list above, ordered by the value under DAT uptake mod, highest first.
#	smiles	CYP2C19 inh	PostGolgi ctrl	sEH inh	DAT uptake mod	CYP2C19 act	sEH activator	S1P2 agonist	S1P2 antag
13	COc1cccc(-n2nnnc2SCC(=O)Nc2ccc(C(C)=O)cc2)c1	·	·	24	1.1	·	-22	-2	-8
6	Cc1nnc(SC(C)C(=O)Nc2ccc(S(=O)(=O)NC3CCCCC3)cc2)s1 (centres undefined)	·	·	7	0.71	·	-4	-4	-2
39	CCOCCn1c(SCc2cccc(C)c2)nc2c1c(=O)[nH]c(=O)n2C	30	41*	6	0.54	0.7	-3	-9	-6
7	Cc1ccc(S(=O)(=O)NCCC(=O)NCCN2CCCCCC2)cc1	-19	-5	·	0.023	1.2	·	·	·
44	CCN(CC)C(=O)CSc1nnc(-c2cc(OC)cc(OC)c2)o1	28	2	9	-0.0093	0.7	-10	-5	7
29	O=C(O)C1C2CCC(O2)C1C(=O)Nc1cnn(Cc2ccccc2)c1 (centres undefined)	83*	8	-9	-0.18	0.2	10	-1	-5
37	O=C1NC(=O)C2C1C(c1ccccc1)N1C3C(=O)NC(=O)C3C(c3ccccc3)N21 (centres undefined)	13	1	8	-0.52	0.9	-6	-2	-26

Continued.
#	SMILES	CYP2C19 inh	PostGolgi ctrl	sEH inh	DAT uptake mod	CYP2C19 act
49	COc1ccc(CCNC(=O)CSc2nnc(CNC(=O)c3cccs3)o2)cc1OC	2	2	5	0.0015	1
50	O=C(OCc1cccc2ccccc12)C1CC(=O)N(c2ccccc2)C1 (centres undefined)	-2	8	4	0.92	1
51	CCOC(=O)c1c(N)n(C2CC(C)(C)NC(C)(C)C2)c2nc3ccccc3nc12	-1	24	-8	0.6	1
52	CC(/C=C/c1ccccc1)=N/NC(=O)c1cnccn1	·	·	2	-0.75	·
53	O=C(O)CCC(=O)N1CCc2cc(S(=O)(=O)Nc3ccc4c(c3)OCCO4)ccc21	19	14	5	1	0.8
54	CCCNC(=O)C1=C(C)C(=O)OC12CCC(C)CC2 (centres undefined)	52*	7	6	0.0024	0.5
55	COc1cc(C2C(C(C)=O)=C(O)C(=O)N2c2ccc(Br)cn2)ccc1O (centres undefined)	14	-1	7	-0.29	0.9

#	sEH activator	PostGolgi yeast	S1P2 agonist	S1P2 antag
49	-3	5	-10	6
50	-4	-5	-3	3
51	8	0	2	-13
52	0	·	-7	5
53	-4	2	1	0
54	-6	4	-3	10
55	-5	-1	-3	9
